# Bioassay records deposited in PubChem by Broad Institute.
# Xi reactivation: activators of inactive X chromosome reactivation, primary screen, imaging, XiGFP fibroblasts, GFP high-content imaging, set 2 | activation, % at 7.58 µM | 0.055% of 360,000 active | XiGFP mouse fibroblasts, % GFP-positive cells imaging, 3 d; cells co-treated with 5-aza-dC sensitizer; scaled so ellipticine positive control = 100%;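 active = mean normalized replicate activation at least 10% and every replicate at or above 10%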;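 also: 0% = median of on-plate neutral control wells and 100% = ellipticine 6 µM median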
#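 Material: XiGFP fibroblasts, SV40-immortalized; Buffer or medium: DMEM containing 5-aza-dC; Compound dosing: single point; Times: 3 days compound exposure.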
# LGR2 inh: inhibitors of bursicon-induced LGR2 CRE-luciferase signal, primary screen, cell-based, HEK293, CRE-luciferase reporter, bursicon stimulation; Drosophila bursicon receptor LGR2 (rickets); bursicon-stimulated, 4 h; inhibition, % at 9.99 µM; 0.35% of 380,000 active; AID 720647, 2013;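 active = drop in luminescence signal, shown as inhibition above about 50% in the replicate tests, limit read from the data, passing the limit was not always enough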;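 also: agonist challenge used bursicon conditioned medium at about half maximal strength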
# PGC1a acetyl inh: inhibitors of PGC1a acetylation signal, primary screen, cell-based, U2OS, AlphaScreen, inhibitor mode | AlphaScreen anti-acetyl-lysine; with virally co-expressed GCN5 acetyltransferase | inhibition, % at 15.6 µM | 0.17% of 350,000 active | AID 651687, 2012;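 active = every replicate shows inhibition of at least 40%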;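 also: 0% = neutral control wells and 100% = positive control wells; some results beyond the cut were filed as inactive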
# C2C12 statin: suppressors of statin myotoxicity in C2C12 myotubes, primary screen, cell-based, single point, plate reader. 0.78% of 330,000 active. C2C12 myotubes + simvastatin, ATP luminescence, 48 h; scaled: DMSO 0, geranylgeraniol control 100. rescue of ATP level, % at 7.49 µM;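 active = mean ATP rescue above about 67%, or every replicate alone reaching that limit, limit read from the data, passing the limit was not always enough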;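 also: myotubes were challenged with 10 µM simvastatin during compound exposure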
# S100A4 inh HTS: inhibitors of S100A4-myosin IIA peptide binding, primary screen, biochemical, fluorescence polarization, TAMRA-MyoIIA peptide. Protein S100-A4 (Homo sapiens), P26447. inhibition, % at 10.7 µM. 0.14% of 360,000 active. AID 652163, 2013;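 active = mean inhibition of at least 70% across replicates, with every replicate also reaching that level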
# Target sequence (P26447 whole entry, looked up): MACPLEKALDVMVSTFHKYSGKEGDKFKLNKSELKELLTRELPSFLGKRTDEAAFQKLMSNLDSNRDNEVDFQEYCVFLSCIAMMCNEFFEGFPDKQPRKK
#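 Material: human S100A4 monomer with TAMRA-labelled myosin IIA peptide; buffer or medium: HEPES pH 7.2 with CaCl2, KCl, NaCl, DTT, Triton; compound dosing: one concentration per compound; schedule: 5 min incubation before reading; benchmarks: neutral control DMSO, positive control TFP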
# Cneo AK release: Cryptococcus neoformans cell lysis inducers, primary screen, AK release luminescence, single concentration. C. neoformans lysis, adenylate kinase release luminescence, 4 h; normalised: neutral wells 0, clomiphene wells 100. lysis activity, % at 15 µM. AID 651654, 2012. 0.2% of 360,000 active;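 active = mean lysis activity across replicates of at least 80%, whatever share of replicates individually reach that level; inactive = mean lysis activity below 80%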
#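 Assay system: Cryptococcus neoformans yeast cells / Dosing: single-point compound dose / Timing: 4 h at 37 °C static, read 1 h later / Measured by: luminescence of released adenylate kinase using an AK detection reagent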
# ERAP1 HTS inh: human ERAP1 aminopeptidase inhibitors, primary screen, biochemical, single point, plate reader; Endoplasmic reticulum aminopeptidase 1 (Homo sapiens), Q9NZ08; recombinant ERAP1, Leu-AMC fluorescence, 60 min; inhibition, % at 10.7 µM; 0.15% of 340,000 active; AID 652197, 2013;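 active = mean replicate inhibition of at least 30%, or all replicates individually reaching that 30% level; inactive = mean below 30% and not every replicate reaching it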;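 also: 0% = neutral control wells and 100% = L-leucinethiol positive control wells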
# Target sequence (Q9NZ08 whole entry, looked up): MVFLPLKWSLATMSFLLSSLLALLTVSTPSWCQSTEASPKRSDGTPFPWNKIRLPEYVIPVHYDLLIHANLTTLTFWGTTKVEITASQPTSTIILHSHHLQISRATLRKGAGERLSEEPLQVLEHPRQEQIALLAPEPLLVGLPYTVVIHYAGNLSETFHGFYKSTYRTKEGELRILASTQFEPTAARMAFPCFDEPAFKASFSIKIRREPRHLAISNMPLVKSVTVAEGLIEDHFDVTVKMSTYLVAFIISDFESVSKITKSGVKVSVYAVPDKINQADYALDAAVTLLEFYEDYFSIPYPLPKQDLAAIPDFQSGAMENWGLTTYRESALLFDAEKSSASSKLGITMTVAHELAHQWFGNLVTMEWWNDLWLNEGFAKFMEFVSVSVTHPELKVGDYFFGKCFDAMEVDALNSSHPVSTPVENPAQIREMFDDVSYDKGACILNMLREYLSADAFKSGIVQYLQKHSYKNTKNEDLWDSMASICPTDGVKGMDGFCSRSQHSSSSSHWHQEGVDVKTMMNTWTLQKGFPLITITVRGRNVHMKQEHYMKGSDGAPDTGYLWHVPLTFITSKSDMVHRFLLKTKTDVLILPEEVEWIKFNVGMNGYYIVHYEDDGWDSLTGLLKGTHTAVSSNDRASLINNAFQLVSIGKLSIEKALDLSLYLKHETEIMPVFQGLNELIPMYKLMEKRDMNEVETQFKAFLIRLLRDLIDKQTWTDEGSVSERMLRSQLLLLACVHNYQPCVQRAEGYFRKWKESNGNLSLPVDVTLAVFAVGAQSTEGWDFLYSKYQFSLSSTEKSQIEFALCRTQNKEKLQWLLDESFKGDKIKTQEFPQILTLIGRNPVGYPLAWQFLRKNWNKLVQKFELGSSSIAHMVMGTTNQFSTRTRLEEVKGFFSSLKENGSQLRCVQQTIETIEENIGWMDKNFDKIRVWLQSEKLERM
# SIRT5 inh: SIRT5 desuccinylase inhibitors, primary screen, biochemical, fluorescence imaging, single point, set 5; NAD-dependent protein deacylase sirtuin-5, mitochondrial (Homo sapiens), Q9NXA8; Purified SirT5, succinyl-peptide AMC, trypsin-coupled fluorescence; inhibition, % at 15 µM; 1.1% of 330,000 active; in the data active = inhibition above about 15%
# * = called active by the depositor; x = no result given. An excerpt; the hit share may differ from the screen's.
# Each structure is followed by: S100A4 inh HTS	Cneo AK release	C2C12 statin	PGC1a acetyl inh	Xi reactivation	LGR2 inh	ERAP1 HTS inh	SIRT5 inh
Cc1ccc(C)c2[nH]c(=O)c(CCNC(=O)c3ccc(S(=O)(=O)N4CCOCC4)cc3)cc12
 : -1.3	2.6	0.4	x	0.2	-6.7	0.0	0.1
Cc1ccc(S(=O)(=O)Nc2ccc3c(c2)C(=O)N([C@@H](C)CO)C[C@@H](C)[C@@H](CN(C)C(=O)c2ccccc2)OCCCC[C@@H](C)O3)cc1
 : -5.3	3.0	x	3.5	0.0	-31.8	0.9	3.4
CCOC(=O)Cn1nnc(-c2cccc(OC)c2)n1
 : x	-1.1	-6.2	2.4	x	-44.5	x	x
CC(=O)Nc1ccc(C=NNC(=O)c2ccc(NS(=O)(=O)c3cccs3)cc2)cc1
 : -5.3	0.0	0.5	8.3	0.0	-2.3	-3.0	0.1
CCN(CC)C(=O)C12CC3CC(CC(Br)(C3)C1)C2
 : 2.1	-2.4	9.0	5.9	0.0	x	0.9	1.5
CC(C)(C)C1CCC(C(=O)NCC(c2cccs2)N2CCOCC2)CC1 (centres undefined)
 : -3.7	-2.7	-24.7	-7.6	0.0	-2.6	-2.3	-19.0
N#C[C@@H]1[C@H](c2ccccc2-c2cccc(F)c2)[C@@H](CO)N1C(=O)C1CCCC1
 : 2.7	x	x	x	0.0	-3.3	0.2	-3.6
COc1ccccc1C#Cc1ccc([C@@H]2[C@H]3CN(C(=O)C4CC4)CCCCN3[C@H]2CO)cc1
 : 29.7	-2.8	x	-20.3	x	x	2.7	6.3
CCOc1ccccc1NC(=O)CSc1nnnn1C1CCCC1
 : 7.4	-1.8	9.5	4.9	0.0	0.8	-1.4	-2.7
CCCCn1nnnc1C(c1ccccc1)N1CCc2ccccc2C1 (centres undefined)
 : 0.3	x	x	x	0.0	7.3	1.6	-2.7
C[C@H]1CN([C@@H](C)CO)C(=O)c2cc(NC(=O)Cc3cn(C)c4ccccc34)ccc2O[C@@H]1CN(C)C(=O)Nc1ccc2c(c1)OCO2
 : -4.0	-4.0	35.7	14.5	-1.2	-18.1	-2.4	-3.4
Cc1c(Br)c([N+](=O)[O-])nn1CC(=O)NCc1ccccc1
 : 7.1	-2.3	49.7	-2.9	0.1	-10.0	-0.9	-1.7
CCNCC(=O)Nc1c(C)cccc1C
 : -0.3	2.5	19.8	-0.5	0.1	10.7	-2.7	-3.5
S=C(NCCc1ccccc1)N1CCc2ccccc2C1
 : -17.9	x	x	x	0.1	-29.2	-2.1	-7.8
O=C(CNC(=O)c1cccc(F)c1)N/N=C/c1cccs1
 : 0.7	-3.0	2.4	-6.3	0.0	9.6	0.7	0.9

# Arranged by value in SIRT5 inh (smallest number first): 7 of the compounds above
smiles	S100A4 inh HTS	PGC1a acetyl inh	LGR2 inh	ERAP1 HTS inh	SIRT5 inh
N#C[C@@H]1[C@H](c2ccccc2-c2cccc(F)c2)[C@@H](CO)N1C(=O)C1CCCC1	2.7	x	-3.3	0.2	-3.6
C[C@H]1CN([C@@H](C)CO)C(=O)c2cc(NC(=O)Cc3cn(C)c4ccccc34)ccc2O[C@@H]1CN(C)C(=O)Nc1ccc2c(c1)OCO2	-4.0	14.5	-18.1	-2.4	-3.4
CCCCn1nnnc1C(c1ccccc1)N1CCc2ccccc2C1 (centres undefined)	0.3	x	7.3	1.6	-2.7
Cc1c(Br)c([N+](=O)[O-])nn1CC(=O)NCc1ccccc1	7.1	-2.9	-10.0	-0.9	-1.7
CCN(CC)C(=O)C12CC3CC(CC(Br)(C3)C1)C2	2.1	5.9	x	0.9	1.5
Cc1ccc(S(=O)(=O)Nc2ccc3c(c2)C(=O)N([C@@H](C)CO)C[C@@H](C)[C@@H](CN(C)C(=O)c2ccccc2)OCCCC[C@@H](C)O3)cc1	-5.3	3.5	-31.8	0.9	3.4
COc1ccccc1C#Cc1ccc([C@@H]2[C@H]3CN(C(=O)C4CC4)CCCCN3[C@H]2CO)cc1	29.7	-20.3	x	2.7	6.3

# An excerpt of these results, as comma-separated lines.
SMILES,S100A4 inh HTS,Cneo AK release,C2C12 statin,PGC1a acetyl inh,Xi reactivation,LGR2 inh,ERAP1 HTS inh,SIRT5 inh
N#C[C@@H]1[C@H](c2ccccc2-c2cccc(F)c2)[C@@H](CO)N1C(=O)C1CCCC1,2.7,x,x,x,0.0,-3.3,0.2,-3.6
COc1ccccc1C#Cc1ccc([C@@H]2[C@H]3CN(C(=O)C4CC4)CCCCN3[C@H]2CO)cc1,29.7,-2.8,x,-20.3,x,x,2.7,6.3

# The results go on:
# Each structure is followed by: S100A4 inh HTS	Cneo AK release	C2C12 statin	PGC1a acetyl inh	Xi reactivation	LGR2 inh	ERAP1 HTS inh	SIRT5 inh
CC(CNC(=O)c1ccc(N)cc1)NC(=O)c1ccc(N)cc1 (centres undefined)
 : -7.3	x	x	-3.5	0.4	5.1	-2.7	-2.0
CCOC(=O)C1(Cc2ccccc2)CCCN(C(=O)c2cn[nH]c2)C1 (centres undefined)
 : -4.8	3.4	0.3	4.2	0.3	17.1	1.3	-4.1
O=C(C1CCN(C2CCN(Cc3ccc4cc(F)ccc4n3)CC2)CC1)N1CCCC1
 : -2.1	x	x	5.7	0.3	-20.9	4.0	-6.7
C[C@H](NC(=O)c1ccco1)C(=O)OCC(=O)N1CC(=O)Nc2ccccc21
 : -2.5	-0.7	-4.9	-0.6	0.4	12.6	-2.1	-3.0
O=C(CSCCO)Nc1ccc([N+](=O)[O-])cc1
 : 1.1	1.6	7.1	-2.4	0.1	x	1.5	1.6
COc1ccccc1NS(=O)(=O)c1c(C)nc2sccn2c1=O
 : 2.8	0.9	x	-8.3	0.3	-1.6	-3.4	9.7
Cc1ccc(N2CC(c3nc4ccccc4n3C)CC2=O)cc1C (centres undefined)
 : 5.1	-2.7	-3.5	-9.8	0.2	8.5	0.8	-0.8
COc1cc2c(cc1OC)C(C)N(Cc1ccc3c(c1)OCO3)CC2 (centres undefined)
 : -1.5	0.6	-4.4	4.8	x	10.2	15.8	1.3
COC(=O)c1ccc(CSc2nnc(C)n2N)o1
 : -4.1	x	x	x	0.0	9.1	0.4	-0.1
C[C@@H]1CCCCO[C@H](CN(C)S(C)(=O)=O)[C@@H](C)CN([C@H](C)CO)C(=O)c2cc(NS(=O)(=O)c3cccs3)ccc2O1
 : 6.2	-1.6	x	-1.2	-1.1	25.8	0.5	-4.4
Cc1ccc(-c2ccc([C@@H]3[C@H](CO)N4CCCCN(C(=O)Nc5cccc(F)c5)C[C@@H]34)cc2)cc1
 : -10.0	28.9	x	-14.7	x	x	-0.1	0.0
O=C(CSc1ccc(-c2ccco2)nn1)c1ccccc1
 : -7.1	-2.4	x	x	0.0	-20.8	0.7	2.5
O=C(c1ccccn1)N1CC(=O)N2[C@H](C1)[C@@H](c1ccc(C#CCc3ccccc3)cc1)[C@@H]2CO
 : 4.4	x	x	-2.8	0.2	6.7	0.3	-1.9
CONC(=O)c1ccc(-c2cccc3nccn23)cc1
 : 0.4	-5.9	-7.0	x	0.1	1.2	-1.1	0.0
O=C(N/N=C/c1sc(N2CCOCC2)nc1-c1ccccc1)c1ccc(O)cc1
 : -4.1	x	x	x	0.0	-3.8	0.1	1.1
N#CCCN(C(=O)COC(=O)c1cc(S(=O)(=O)N2CCOCC2)ccc1Cl)c1ccc(F)cc1
 : -7.6	x	x	x	-0.1	-2.6	-1.0	-0.5
COc1ccc(OCCCC(=O)NCc2ccco2)cc1
 : -2.5	x	8.7	-15.5	x	-10.3	-2.5	0.7
COC(=O)C1CN(C(=O)COc2cc(C)c(Cl)c(C)c2)c2ccccc2O1 (centres undefined)
 : -1.1	-2.7	13.5	-6.4	0.2	21.4	-4.1	4.9
CCOc1ccc(S(=O)(=O)N2CCC(C(=O)Nc3ccccc3N3CCCC3)CC2)cc1
 : -4.3	-1.6	-0.9	-0.4	0.0	6.4	0.5	1.3
C[C@@H]1CN([C@H](C)CO)C(=O)c2cccc(NC(=O)C3CCCCC3)c2O[C@H]1CN(C)S(=O)(=O)c1ccc(Cl)cc1
 : 10.8	-2.1	20.5	-1.0	0.0	x	0.6	1.0
Cc1ccc(NC(=O)CCc2nnc3ccc(NCc4ccco4)nn23)nc1
 : -1.3	3.0	-17.7	-6.1	0.1	0.5	-2.8	0.1
CCOC(=O)c1ccc(Nc2ccc(C(C)=O)cc2)cc1
 : -0.9	-1.1	-0.1	-8.6	-0.1	-90.8	5.3	4.2
CN(CC(=O)Nc1cccc(S(=O)(=O)N(C)C)c1)Cc1ccccc1
 : -1.1	-3.8	18.5	-6.3	0.0	-21.9	4.1	-1.1
CCC(C(=O)NCc1ccco1)n1nc(C)c2c(C)n(-c3ccc(C)cc3)nc2c1=O (centres undefined)
 : 4.0	0.4	6.5	-2.0	0.0	1.9	2.3	-1.3
CC(=O)c1ccc(N2CCN(C(=O)c3ccc4nc[nH]c4c3)CC2)cc1
 : x	-0.3	-7.5	-57.0	0.1	-21.4	x	x
COc1cccc(-c2cc(C(=O)N3CCN(S(=O)(=O)c4ccccc4)CC3)[nH]n2)c1
 : -4.2	0.2	-3.3	-13.2	0.0	27.8	-0.5	x
CCOc1ccc(CN2CCN(CC3=Cc4cccc(OC)c4OC3)CC2CCO)cc1 (centres undefined)
 : 36.3	x	x	x	-0.1	8.9	4.4	1.2
O=C(Nc1ccc(Cl)cc1)N1C[C@@H]2[C@H](c3ccccc31)[C@@H](CO)N2CC1CCCC1
 : 2.4	-5.7	-30.1	-36.0	0.3	8.5	1.1	-0.8
CCn1c(O)c(N=NC(=O)CNC(=O)c2ccco2)c2ccccc21
 : -0.2	x	x	x	0.4	-7.6	4.3	-4.6
C=CCOc1ccccc1OCC(O)CNC(C)C (centres undefined)
 : -0.8	-0.2	6.0	-6.5	-0.3	1.3	-0.6	-1.9
COc1ccc(S(=O)(=O)N2CCCCCC2)cc1C(=O)NCCOc1ccc(C)cc1
 : -2.2	3.4	-3.5	8.5	-0.1	6.0	-3.0	-3.1
C[C@@H]1CN([C@@H](C)CO)C(=O)c2cccc(NC(=O)C3CCCCC3)c2O[C@H]1CN(C)S(C)(=O)=O
 : -1.3	2.0	-17.5	x	-0.4	6.3	3.6	-5.1
CN1C(=O)c2cc(NC(=O)C3CCCC3)ccc2OC[C@H]2O[C@H](CC(=O)NCc3ccccc3F)CC[C@@H]21
 : -4.3	x	x	-4.7	0.0	-2.1	0.1	0.7
CCCNC(=O)[C@@H]1[C@@H](CO)[C@@H]2Cn3c(cccc3=O)[C@H]1N2C(=O)Nc1cc(F)ccc1F
 : -6.2	92.3*	-11.3	x	0.2	-2.8	-2.3	8.9
CC(C)Oc1ccc(CCC(=O)N/N=C/c2ccc3c(c2)OCO3)cc1
 : -0.2	-19.9	-6.7	x	0.0	10.4	-4.1	-2.4
Cc1cc(C(F)(F)F)nn1CC(=O)NNC(=S)Nc1cccc(Cl)c1
 : x	1.2	5.2	-3.7	x	-6.6	x	x
CCOc1ccccc1Nc1cc(C)nc2nnnn12
 : 2.0	x	-9.2	-14.8	-0.1	-23.9	0.0	3.0
